# NCOA1 inh = inhibitors of human steroid receptor coactivator 1 (SRC1); hit rate 0.12% among 360,000; HEK293 GAL4-SRC1 luciferase reporter, luminescence; inhibition, % at 3.6 µM; AID 588354; Q15788;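 active means inhibition above the campaign mean plus 3 SD, with each screening campaign given its own cutoff, cut at about 60% in these data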;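 further: 0% = DMSO treated cells and 100% = gossypol at 36 µM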
# COUP-TFII inh = inhibitors of human COUP-TFII (NR2F2). P24468. HEK293T NGFI-A luciferase reporter, luminescence. inhibition, % at 8.6 µM. hit rate 0.7% among 370,000. AID 686940;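 active means inhibition above a per-plate cutoff, mean inhibition of test wells between control levels plus 3 SD, cut at about 38% in these data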;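 further: cells cotransfected with COUP-TFII expression vector driving the NGFI-A reporter; 0% = median of COUP-TF2 test wells and 100% = reporter-only cells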
# SRC2 inh = human SRC2 (NCOA2) inhibition | hit rate 0.17% among 370,000 | AID 651957 | Q15596 | HEK293 GAL4-SRC2 luciferase reporter, luminescence | inhibition, % at 9 µM;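 active means inhibition above the mean inhibition of all tested compounds plus 3 SD, set per campaign, cut at about 52% in these data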;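 further: 0% = DMSO treated cells and 100% = cells given Gossypol at 36 µM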
# ABHD5 PLIN5 PPI = ABHD5-PLIN5 protein interaction inhibition | Q00G26+Q8WTS1 | hit rate 0.78% among 360,000 | inhibition, % at 4 µM | Split G. princeps luciferase complementation, luminescence, 4 h | AID 602281;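 active means inhibition above the mean inhibition across every tested compound plus 3 SD, cut at about 22% in these data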;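 further: 0% = DMSO only wells and the 100% control is not disclosed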
# TLR9-MyD88 inh = inhibitors of human TLR9-MyD88 binding | AID 504734 | CHO BLA complementation TLR9-MyD88, CCF4 FRET ratio | inhibition, % at 4.98 µM | hit rate 0.21% among 340,000;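 active means inhibition above the mean over all tested compounds plus 3 SD, cut at about 21% in these data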;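 further: 0% = DMSO only wells and 100% = clavulanate BLA inhibitor control wells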
# Granule exo inh = lytic granule exocytosis inhibition. TALL-104 LAMP-1 surface exposure, flow cytometry; cells stimulated with thapsigargin and PMA. inhibition, % at 10 µM. hit rate 0.66% among 360,000;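 active means inhibition above about 55%, limit read from the data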
# NCOA3 inh = inhibits human SRC3 coactivator; Q9Y6Q9; HEK293 GAL4-SRC3 luciferase reporter, luminescence; inhibition, % at 3.6 µM; hit rate 0.17% among 360,000; AID 588352;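 active means inhibition above a per-campaign cutoff, the mean of all compounds plus 3 SD, cut at about 60% in these data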;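 further: 0% = DMSO-treated cells and 100% = gossypol-treated cells at 36 µM; higher means less SRC3-driven luciferase light from the GAL4 reporter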
# Target sequence (Q9Y6Q9 whole entry, looked up, the tested form may be a part): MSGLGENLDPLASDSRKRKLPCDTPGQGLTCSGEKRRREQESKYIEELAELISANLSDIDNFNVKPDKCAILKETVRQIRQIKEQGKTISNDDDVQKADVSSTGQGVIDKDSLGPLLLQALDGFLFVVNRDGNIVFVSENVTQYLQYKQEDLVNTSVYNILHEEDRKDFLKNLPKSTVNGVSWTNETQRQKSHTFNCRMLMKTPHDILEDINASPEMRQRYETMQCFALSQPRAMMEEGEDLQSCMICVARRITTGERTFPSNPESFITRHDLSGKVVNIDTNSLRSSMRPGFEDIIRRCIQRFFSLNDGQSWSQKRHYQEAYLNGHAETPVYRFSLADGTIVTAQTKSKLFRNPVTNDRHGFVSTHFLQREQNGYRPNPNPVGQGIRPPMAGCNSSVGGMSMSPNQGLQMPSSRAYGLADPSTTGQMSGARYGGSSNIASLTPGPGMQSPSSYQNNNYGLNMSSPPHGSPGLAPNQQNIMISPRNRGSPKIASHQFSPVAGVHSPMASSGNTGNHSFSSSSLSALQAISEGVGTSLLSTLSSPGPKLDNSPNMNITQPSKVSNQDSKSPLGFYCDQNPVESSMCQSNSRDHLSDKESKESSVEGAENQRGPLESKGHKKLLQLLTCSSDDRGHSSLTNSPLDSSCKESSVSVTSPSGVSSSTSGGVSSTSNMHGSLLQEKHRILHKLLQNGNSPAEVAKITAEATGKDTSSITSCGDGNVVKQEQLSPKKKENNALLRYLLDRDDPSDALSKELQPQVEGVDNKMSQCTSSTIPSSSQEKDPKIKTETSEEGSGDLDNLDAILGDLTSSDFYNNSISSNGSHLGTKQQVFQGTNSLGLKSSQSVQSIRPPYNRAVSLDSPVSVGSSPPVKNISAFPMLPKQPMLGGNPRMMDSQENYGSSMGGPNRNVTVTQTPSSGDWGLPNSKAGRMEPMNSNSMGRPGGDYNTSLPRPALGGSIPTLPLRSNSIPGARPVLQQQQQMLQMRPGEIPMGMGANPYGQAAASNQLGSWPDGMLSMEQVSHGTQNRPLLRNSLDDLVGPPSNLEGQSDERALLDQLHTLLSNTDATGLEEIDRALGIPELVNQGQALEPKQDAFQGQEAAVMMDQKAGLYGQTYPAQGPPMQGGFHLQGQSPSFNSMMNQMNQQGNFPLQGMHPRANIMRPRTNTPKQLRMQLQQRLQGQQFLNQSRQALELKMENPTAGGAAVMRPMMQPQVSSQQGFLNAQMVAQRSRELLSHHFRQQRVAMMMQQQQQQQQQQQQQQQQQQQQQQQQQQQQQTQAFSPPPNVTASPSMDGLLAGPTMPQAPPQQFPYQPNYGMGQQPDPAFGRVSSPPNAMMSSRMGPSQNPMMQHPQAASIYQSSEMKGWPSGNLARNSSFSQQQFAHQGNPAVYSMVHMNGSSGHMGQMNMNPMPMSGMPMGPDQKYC
# TROY signal inh = inhibitors of TROY-dependent NF-kB signaling; inhibition, % at 10 µM; Q293 LMP1-TROYcd NF-kB luciferase reporter, 4 h; hit rate 0.98% among 360,000;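 active means compounds whose plate-normalised and pattern-corrected inhibition of the luciferase reporter signal at the single screening dose is 50% or more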
# NOD2-RIPK2 inh = NOD2-RIPK2 protein interaction inhibition; hit rate 0.38% among 360,000; inhibition, % at 4.98 µM; AID 624267; CHO BLA complementation NOD2-RIPK2, CCF4 ratio; O43353; in the data active means inhibition above about 21%;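 further: 0% = vehicle only and 100% = reference blocker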
# TWEAK Fn14 block = TWEAK-Fn14 signaling inhibition; hit rate 2% among 360,000; TWEAK-stimulated Fn14 reporter cells, luciferase luminescence, 8 h; AID 1159606; inhibition, % at 10 µM; in the data active means inhibition above about 50%
# LRH-1 inv ag = NR5A2 inverse agonism in reporter assay; HEK293T StAR-luciferase reporter, LRH-1 transfected, 24 h; inhibition, % at 3.6 µM; hit rate 0.13% among 360,000; AID 602396;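 active means inhibition above the mean inhibition of all tested compounds plus 3 SD, cut at about 73% in these data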;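 further: 0% = DMSO wells and 100% = reporter-only cells lacking LRH-1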
# * hit, by the source's call; x = not tested or not shown; & = joins results of further samples.
SMILES,NCOA1 inh,COUP-TFII inh,SRC2 inh,ABHD5 PLIN5 PPI,TLR9-MyD88 inh,Granule exo inh,NCOA3 inh,TROY signal inh,NOD2-RIPK2 inh,TWEAK Fn14 block,LRH-1 inv ag
CCOc1ccc(NC(=O)CN2C(=O)CSC2=O)cc1,-12,-2,-2,-2,1,2,-18,-22,1,-24,8
CCOC(=O)COc1ccc(/C=C/[N+](=O)[O-])c(OCC(=O)OCC)c1,-27,2,-1,28*,22*,18,-10,48,1,-48,-11
O=C(c1ccc2c(c1)N(Cc1cccc(Cl)c1)C(=O)c1ccccc1S2(=O)=O)N1CCN(c2ccccn2)CC1,-24,-2,10,10,6,4,-61,-7,0,-10,-26
CN(C(=O)c1cccnc1)c1nnc(-c2ccccn2)s1,-76,-48,-70,3,3,1,-52,-50,8,-2,-78
Cc1ccc(C)c(NC(=O)C(Sc2nnc(-c3cccs3)o2)c2ccccc2)c1 (stereo not given),-64,0,-6,1,-4,1,-16,-17,-5,13,-19
CC(Cn1cnc2ccccc21)C(=O)O (stereo not given),2,-7,9,5,11,-2,-10,-2,-2,7,-8
CCOC(=O)c1sc(N)c(C#N)c1COC(=O)CNC(=O)c1ccccc1,5,15,15,-1,-5,0,4,10,-2,9,11
c1ccc(CN2CCN(Cc3nnc(-c4ccccc4)o3)CC2)cc1,-36,10,6,-6,1,-2,-7,-31,4,-15,5
CN=c1scc(-c2ccc(Br)cc2)n1C,6,-8,-2,-2,-14,0,3,-15,-14,9,-16
CCSCc1nnc(SCC(=O)Nc2nc3ccccc3s2)n1C,-51,-10,-26,2,-21,5,-22,-18,1,-25,3
COc1ccc(Nc2c(-c3ccc(OC)cc3)nc3cnccn23)cc1,-11,-17,10,0,5,-3,-8,-5,-2,-17,15
Cc1[nH]c2ccccc2c1/C=C(\C#N)C(=O)NC1CC1,-46,5,-63,8,-10,20,-52,-15,-15,-2,-65
FC(F)(F)c1cccc(CNC2c3ccccc3-c3ccccc32)c1,-5,15,30,-10,3,-8,13,12,1,12,-10
O=C(Nc1ccccc1N1CCOCC1)C1Cc2ccccc2CN1C(=O)c1ccco1 (stereo not given),-2,-19,-16,2,5,0,8,50,-1,19,11
O=C(O)c1ccc(N=NN2CCCC2)cc1,-13,13,-42,-3,-3,2,-10,-38,-1,-3,-35
COc1nc(Nc2ccccc2)nc(OC)n1,-28,-3,-29,5,2,0,9,-49,-5,-7,11
Cc1cccc(NC(=O)c2cc([N+](=O)[O-])ccc2N2CCOCC2)c1C,4,-1,-3,11,5,-2,5,-9,-3,-6,-16
CC(=O)c1cc(C#N)c(SCC(=O)OC(C)(C)C)nc1C,-31,-27,-39,9,2,0,-25,1,4,-18,3
CCCS(=O)(=O)c1c(S(=O)(=O)CCC)c2c(C)cccn2c1C(=O)N/N=C/c1cc(O)cc(O)c1,26,7,14,-5,-2,-2,28,-2,5,-43,34
COc1cccc2c1OCC(C(=O)O)C2 (stereo not given),-12,-6,-9,-1,14,4,-5,4,-1,1,3
N#C/C(C(=O)Nc1ccc(Cl)cc1)=C(/S)Nc1ccccc1,-6,-9,-4,-12,7,31,-5,5,26*,0,-16
Cc1ccc(/C=C/C(=O)O)cc1S(=O)(=O)N1CCC(Cc2ccccc2)CC1,1,-7,6,-5,6,-2,-6,-14,-5,10,-6
COc1cccc(Oc2ccc(C(F)(F)F)cc2NC(=O)C2=COCCO2)c1,-37,10,9,-9,-7,-3,17,-4,6,-17,7
CCOC(=O)c1c(NC(=O)Cn2ccsc2=N)sc(C)c1C,6,-3,-23,-8,1,-2,-1,6,6,10,3
Cc1ccc(-n2c(SCC(=O)N3CCN(c4ccccn4)CC3)nnc2N2CCCC2)cc1,-11,2,-16,3,1,1,13,-11,-15,-14,10
# More entries follow:
SMILES,NCOA1 inh,COUP-TFII inh,SRC2 inh,ABHD5 PLIN5 PPI,TLR9-MyD88 inh,Granule exo inh,NCOA3 inh,TROY signal inh,NOD2-RIPK2 inh,TWEAK Fn14 block,LRH-1 inv ag
COC(=O)c1cn(NC(=O)c2ccc([N+](=O)[O-])cc2Cl)c(=O)c2ccccc12,-7,-18,-6,3,-13,0,11,-6,0,24,-3
Cc1ccc(C2C=C(c3ccccc3OC(F)F)Nc3ncnn32)cc1 (stereo not given),13,6,22,1,16,-3,0,10,30*,20,14
CCC(C)NC(=O)COc1ccc(OCc2ccccc2)cc1 (stereo not given),-1,12,13,-5,2,4,3,0,10,10,12
Cc1ccccc1C(=O)N1CCN=C1SCc1ccc([N+](=O)[O-])cc1,-11,-5,1,-21,-3,1,-16,36,-9,-3,-21
Cc1ccc(N2C(=O)CC(n3nc(C)cc3C)C2=O)cc1 (stereo not given),3,5,2,1,6,-3,-1,-17,-6,6,9
CCOc1ccc(CN2CCN(C/C=C/c3ccc(OC)cc3)CC2CCO)cc1 (stereo not given),2,4,4,7,-10,2,14,-6,-8,-12,5
CCOC(=O)N(C)C[C@H]1OCc2cnnn2CCCC(=O)N([C@@H](C)CO)C[C@@H]1C,-9,-9,-7,-2,2,-2,1,0,-12,18,2
CCC(C)(C)C(=O)Nc1ccc(OC)cc1[N+](=O)[O-],-6,x,x,0,-2,-1,8,5,-6,2,32
O=C(COc1ccccc1)NCC(=O)N/N=C/C=C/c1ccccc1,-12,-4,4,3,5,1,-8,-14,0,-38,7
CC[C@@H](C(=O)n1nc(C)cc1C)[C@H](NS(=O)(=O)c1ccc(C)cc1)c1ccccc1,0,1,-33,-1,-14,-5,1,7,-2,2,2
O=C(Nc1cccc(C(F)(F)F)c1)n1cc(-c2ccccn2)c(N2CCOCC2)n1,10,13,-61,3,2,-1,13,25,-2,23,7
CC(C)N(CCNC(=O)C1CCN(S(=O)(=O)N2CCOCC2)CC1)Cc1ccccc1,-15,-14,8,-2,1,0,6,9,-2,-18,11
CCC(=O)c1ccc(OC(=O)/C=C/c2cc(OC)c(OC)c(OC)c2)cc1,17,-7,-5,4,-8,-7,6,8,3,-1,-7
CC(=O)Cn1ncc(N2CCCCC2)c(Cl)c1=O,-64,-29,-33,0,-4,1,-19,-23,-6,-14,-50
COCc1c(C(=O)NCc2ccccc2CN2CCCC2)oc2ccccc12,5,0,3,-10,-5,-5,8,12,-4,11,-19
CC(=O)c1ccc(NC(=O)C(C)Sc2nnc(C3CC3)n2C2CC2)cc1 (stereo not given),-3,13,-3,-5,7,-6,-6,-1,-10,-7,10
Cc1ccccc1-c1cccc([C@@H]2C[C@H]3[C@H](CON3C)CN2C(=O)C(C)(C)C)c1,4,1,12,3,-11,0,-5,-1,-4,2,10
O=C1c2cccnc2C(O)N1Cc1ccco1 (stereo not given),7,-18,12,-2,8,1,-1,-2,-2,-1,3
Cc1ccccc1-c1noc(-c2ccccc2F)n1,-123,-41,-83,-2,3,4,-102,-67,-7,-9,-79
COCC(COCCCNC(=O)Nc1ccc(Br)cc1)OC (stereo not given),-8,10,-36,-3,2,2,4,-9,-10,-10,-2
COc1ccc(C(NC(=O)C2CCN(CCOc3ccc(Cl)cc3Cl)CC2)c2ccccn2)cc1 (stereo not given),-24,9,-20,11,x,8,5,21,18,-1,17
O=C(CCC1CCCN(C(=O)CCCc2ccccc2)C1)N1CCN(c2ccccn2)CC1 (stereo not given),-9,14,-7,2,-9,-6,-1,-18,-8,-4,-6
COc1ccc(OC)c2[nH]c(=O)c(CCNS(=O)(=O)c3ccccc3)cc12,-7,6,-2,10,-1,-2,-40,13,-7,15,9
Cc1cc(NCCN2CCOCC2)n2nc(C)c(-c3ccccc3)c2n1,-4,-14,-1,-12,-6,-1,6,6,1,6,-17
CCN(CC(=O)Nc1ccc(NC(C)=O)cc1)C(=O)CSc1ncnc2sc(C)c(C)c12,-2,3,-5,6,-13,1,-11,-4,-10,-17,-4
# Next structures:
SMILES,NCOA1 inh,COUP-TFII inh,SRC2 inh,ABHD5 PLIN5 PPI,TLR9-MyD88 inh,Granule exo inh,NCOA3 inh,TROY signal inh,NOD2-RIPK2 inh,TWEAK Fn14 block,LRH-1 inv ag
O=C(Cc1cccc(NC(=O)C2CCCN(C(=O)C3CC3)C2)c1)Nc1ccc(C(=O)N2CCOCC2)cc1 (stereo not given),0,8,-19,2,-7,-9,-8,-16,-6,5,-6
COc1cccc(/C=C/c2ccccn2)c1O,-69,-31,-5,2,0,-2,-70,-36,-11,10,-147
O=S(=O)(NC(=S)NC1CCCCC1)c1ccccc1,3,-4,17,3,3,1,10,-2,-1,5,-2
CCOC(=O)c1ccc(Cl)c(NC(=O)c2ccc(-c3ccccc3)cc2)c1,-1,-15,-7,4,-2,-2,8,-53,4,-26,21
COc1cccc(-c2nc(CS(=O)(=O)CC(=O)NCc3ccc(Cl)cc3)c(C)o2)c1,-1,20,-5,-5,-6,-1,1,6,0,-2,-2
CCN(C(=O)COC(=O)/C=C/c1ccco1)c1c(N)n(Cc2ccccc2)c(=O)[nH]c1=O,-4,-2,12,16,1,-3,-4,1,-16,2,14
Cc1ccc(S(=O)(=O)O)c(C)c1N1CCCC1=O,-10,-4,-18,0,0,2,10,-1,-3,7,-14
COC(=O)c1c(NC(=O)c2ccc(C)o2)sc2c1CCCCC2,-108,-45,-32,-7,5,4,-58,0,-12,36,-70
CCN(CC)S(=O)(=O)c1ccc2[nH]cc(C(=O)NCCC3=CCCCC3)c(=O)c2c1,19,20,7,-14,3,-7,21,44,-10,59*,4
c1cncc(-c2nc(-c3ccc4c(c3)OCCO4)cs2)c1,-88,-36,-27,3,-11,-10,-93,-38,-1,52*,-144
COc1ccc(OCC(=O)OCCN(C)C)cc1,-9,-16,6,-2,-6,1,5,-8,-5,2,2
Cc1ccc(N2CC(C(=O)Nc3nnc(SCCN4CCOCC4)s3)CC2=O)cc1 (stereo not given),-9,7,-25,-2,2,16,-5,-16,-3,8,-11
C[C@H]1CN([C@@H](C)CO)S(=O)(=O)c2ccc(Br)cc2O[C@H]1CN(C)C(=O)CCN1CCCCC1,-22,2,6,-5,-13,-1,4,-4,0,-13,9
CC(C)C[C@@H](CN)NC(=O)c1nc[nH]c1C(=O)N[C@@H](C)C(=O)CNC[C@H](C)NC(=O)c1nc[nH]c1C(=O)N[C@@H](CC(=O)O)C(=O)O,7,-9,19,4,-3,-6,-7,-18,6,17,-3
COCCn1c(COc2cccc(OC)c2)nnc1SCC(=O)N1CCOCC1,5,9,-10,-4,-4,-4,7,-9,-4,0,-5
COc1cc(O)c(C(C)=O)c(CC(=O)O)c1,-21,-2,-14,-11,-1,5,-9,-1,0,-9,-16
NS(=O)(=O)c1ccc(CCNC(=O)CNC(=O)Cc2cccc3ccccc23)cc1,-12,15,-1,-3,2,5,-3,-29,-5,9,-8
CCOc1ccccc1OCC(=O)Oc1ccc(C)c(C)c1,2,-8,-35,-1,-8,-2,-30,8,-11,33,4
O=C1CCCN1CC(CN1CCOCC1)Sc1nnnn1-c1ccccc1 (stereo not given),4&-2,-3&9,-41&-37,-1&-4,-9&6,-5&-2,-10&11,10&-21,-16&-11,4&0,-16&4
COc1ccc(-c2cc(C(=O)NCc3cccnc3)no2)cc1OC,-15,3,8,4,0,-3,-3,-21,5,-4,-8

# From PubChem

# Some of the compounds tested; count on the stated rates, not on these rows.
